# Pin1 inhibitor – qHTS Assay to Find Inhibitors of Pin1; Peptidyl-prolyl cis-trans isomerase NIMA-interacting 1 (Homo sapiens), Q13526; Pin1 FP peptide displacement, HiFluor488, 10 min; Potency, µM (series often up to 115 µM), without a hit: at the top dose activity, negative = inhibition, usual class: inhibitors; 0.009% of 390,000 active; active = well fitted inhibition curve with a large enough effect in the polarisation, with a control signal flat, not every such curve was filed as active; inconclusive = small, poorly fitted or top-dose-only effect, or effect the other way, or a change in a side signal; inactive = no such curve, though single readings can be large or run the other way; the % refers to the polarisation; also: potency is read from the fitted curve at half-maximal effect; % is scaled to controls: 0 for no effect and ±100 for the full control effect
# Target sequence (Q13526 whole entry, looked up): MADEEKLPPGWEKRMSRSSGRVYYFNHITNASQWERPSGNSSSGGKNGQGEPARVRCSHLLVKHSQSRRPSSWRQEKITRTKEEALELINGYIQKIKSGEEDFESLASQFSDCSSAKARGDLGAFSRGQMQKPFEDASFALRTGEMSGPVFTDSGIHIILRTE
# TRHR ag – qHTS for Small Molecule Agonists and Allosteric Enhancers of Human TRH Receptor: Primary Screen for Agonists. Thyrotropin-releasing hormone receptor (Homo sapiens), P34981. TRHR cells, calcium flux fluo-8, FDSS agonist mode. activation, % at 2 µM. 0.18% of 360,000 active. AID 493084, 2011; in the data active = activation above about 30%; also: 0% is about no effect
# Target sequence (P34981 whole entry, looked up): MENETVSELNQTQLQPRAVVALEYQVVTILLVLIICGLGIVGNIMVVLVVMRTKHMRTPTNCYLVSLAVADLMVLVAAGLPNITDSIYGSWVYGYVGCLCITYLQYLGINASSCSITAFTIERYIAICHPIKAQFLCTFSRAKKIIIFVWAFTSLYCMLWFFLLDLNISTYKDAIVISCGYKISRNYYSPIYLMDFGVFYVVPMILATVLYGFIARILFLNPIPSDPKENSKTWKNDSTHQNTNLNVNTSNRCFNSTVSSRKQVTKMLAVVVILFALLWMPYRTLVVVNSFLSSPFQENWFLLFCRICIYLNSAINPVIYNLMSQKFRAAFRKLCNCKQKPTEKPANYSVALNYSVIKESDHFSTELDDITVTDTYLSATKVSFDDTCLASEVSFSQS
#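 Fluo-8-loaded TRHR cells; 10 s baseline, compound added, kinetic Ca2+ fluorescence read 1/s, agonist mode.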
# D2 antagonist – HTS Assay for Allosteric Antagonists of the Human D2 Dopamine Receptor: Primary Screen for Antagonists | D(2) dopamine receptor (Homo sapiens), P14416 | HEK293 TREx D2 cells, calcium flux, dopamine EC80 | inhibition, % at 10 µM | 2% of 340,000 active; in the data active = inhibition above about 30%; also: 0% is about no effect
#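 Tetracycline-induced HEK293 T-REx cells expressing D2 force-coupled to calcium signalling were dye-loaded, exposed to compound for 180 s, then challenged with an EC80 of dopamine; calcium flux was followed kinetically for a further 180 s.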
# D2 agonist – HTS Assay for Allosteric Agonists of the Human D2 Dopamine Receptor: Primary Screen for Agonists; HEK293 T-REx D2 cells, calcium flux agonist mode; 0.53% of 340,000 active; AID 485358, 2010; activation, % at 2 µM; D(2) dopamine receptor (Homo sapiens), P14416;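 active = activation over 3 SD above normal in the single-dose calcium agonist read, cut at about 30% in these data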; also: 0% is about no effect
#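 HEK293 Trex D2 cells, tetracycline-induced, o/n 30 C 5% CO2; no-wash Ca dye, RT 30–90 min; 10-cycle baseline, 23 nl cpd added, kinetic Ca read 180 s; agonist hits = positive Ca response.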
# USP1 inh – Inhibitors of USP1/UAF1: Primary Screen. Ubiquitin carboxyl-terminal hydrolase 1 (Homo sapiens), O94782. 0.23% of 390,000 active. Potency, µM (series often up to 57.1 µM), for inactives: top-dose activity change, negative = inhibition, hits mostly inhibitors. recombinant USP1/UAF1, Ub-Rhodamine cleavage fluorescence. AID 743255, 2014; also: potency is read from the fitted curve at half-maximal effect; % is scaled to controls: 0 for no effect and ±100 for the full control effect; nearly all actives have a fitted effect of over 60% in size; inactives centre near -12
#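 1 nM enzyme complex + cpd, 15 min RT; start with Ub-Rho 150nM final; kinetic fluorescence ex 480/em 540, 6 reads q60 s. Buffer 50mM HEPES pH 7.8, 0.5mM EDTA, 0.1 mg/ml BSA, 1mM TCEP, 0.01% Tween-20.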
# TrxR1 substrate – qHTS Assay for Substrates of Mammalian Selenoprotein Thioredoxin Reductase 1 (TrxR1): qHTS. Thioredoxin reductase 1, cytoplasmic (Rattus norvegicus), O89049. purified TrxR1 substrate turnover, NADPH consumption readout. Potency, µM (highest dose often 114 µM), without a hit: top-dose activity change, negative = substrate turnover. 0.01% of 390,000 active; also: potency is read from the fitted curve at half-maximal effect; % is scaled to controls: 0 for no effect and ±100 for the full control effect; nearly all actives have a fitted effect of over 50% in size
# Target sequence (O89049 whole entry, looked up): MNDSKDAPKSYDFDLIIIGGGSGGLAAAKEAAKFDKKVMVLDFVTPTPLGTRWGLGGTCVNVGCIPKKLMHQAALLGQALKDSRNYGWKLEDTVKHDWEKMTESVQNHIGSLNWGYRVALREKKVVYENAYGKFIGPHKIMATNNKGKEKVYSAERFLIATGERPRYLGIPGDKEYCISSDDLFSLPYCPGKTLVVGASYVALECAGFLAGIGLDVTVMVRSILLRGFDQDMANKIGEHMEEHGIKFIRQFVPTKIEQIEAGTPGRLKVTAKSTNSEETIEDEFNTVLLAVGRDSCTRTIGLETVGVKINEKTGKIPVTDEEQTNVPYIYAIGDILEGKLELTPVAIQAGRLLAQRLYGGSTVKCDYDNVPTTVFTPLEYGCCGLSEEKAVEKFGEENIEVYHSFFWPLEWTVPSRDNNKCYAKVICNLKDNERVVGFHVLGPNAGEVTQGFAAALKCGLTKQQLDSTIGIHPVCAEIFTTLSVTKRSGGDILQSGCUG
#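 Rat TrxR1, dispensed at 90 nM, was prereduced with 400 uM NADPH (final) for 5 min at ~22 deg C, then incubated with compound 15 min before 400 uM selenite. A first-read NADPH fluorescence drop versus no-compound background flagged substrates.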
# TRHR PAM – qHTS for Small Molecule Agonists and Allosteric Enhancers of Human TRH Receptor: Primary Screen for Enhancers. Thyrotropin-releasing hormone receptor (Homo sapiens), P34981. TRHR cells, fluo-8 calcium fluorescence, EC20 TRH enhancement. enhancement, % at 2 µM. 0.66% of 360,000 active. AID 493056, 2011; in the data active = enhancement above about 30%; also: 0% is about no effect
#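 TRHR-expressing cells loaded with fluo-8 calcium dye were read kinetically (ex 480/em 530) during compound addition, then stimulated with an EC20 of TRH (10 nM final). Enhancement of the Gq-mediated intracellular calcium response was scored.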
# mIDH1 inhibitor – qHTS for Inhibitors of mutant isocitrate dehydrogenase 1 (IDH1): qHTS | 0.093% of 390,000 active | Potency, µM (titrated, usually from 76.6 µM), inactives show at the highest dose activity change, negative = inhibition, hits mostly inhibitors | Isocitrate dehydrogenase [NADP] cytoplasmic (Homo sapiens), O75874 | IDH1-R132H enzyme, NADPH consumption, diaphorase/resazurin fluorescence; also: potency is read from the fitted curve at half-maximal effect; % is scaled to controls: 0 for no effect and ±100 for the full control effect; nearly all actives have a fitted effect of over 65% in size
#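 IDH1-R132H (0.5 ug/mL) preincubated 30 min with compound, then NADPH (0.016 mM) and alpha-KG (2 mM) added; 80 min at RT, pH 7.5. Remaining NADPH coupled via diaphorase/resazurin to fluorescence (540/590 nm); concentration-response curves normalized to no-enzyme control.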
# TrxR1 inh – qHTS Assay for Inhibitors of Mammalian Selenoprotein Thioredoxin Reductase 1 (TrxR1): qHTS | AID 588453, 2011 | recombinant rTrxR1, NADPH fluorescence consumption, selenite substrate | 1% of 390,000 active | Potency, µM (highest dose often 114 µM), inactives show top-dose activity change, negative = inhibition, most hits filed as inhibitors; also: potency is read from the fitted curve at half-maximal effect; % is scaled to controls: 0 for no effect and ±100 for the full control effect; nearly all actives have a fitted effect of over 65% in size
#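 Rat TrxR1 (90 nM in the dispensed reagent) was pre-reduced with 400 uM NADPH for 5 min at room temperature, then incubated with compound for 15 min. After 400 uM selenite was added, NADPH fluorescence (Ex 340/Em 450 nm) was followed for 8 min.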
# The depositor's hits bear a star; ? = inconclusive; / = no result given; [ ] = dose if it differs, or a comment. Unless noted, calls follow the shape of the dose curve; as a rule, active = well fitted inhibition curve with a large enough effect; inconclusive = small, poorly fitted or top-dose-only effect; inactive = no such curve, though single readings can be large or run the other way. Some of the compounds tested; rates above refer to the full screens.
SMILES,Pin1 inhibitor,TRHR ag,D2 antagonist,D2 agonist,USP1 inh,TrxR1 substrate,TRHR PAM,mIDH1 inhibitor,TrxR1 inh
O=C(Nc1ccccc1)/C(=C\c1cccs1)NC(=O)c1ccccc1,2%,1.3,-3,0.3,-8%,2%[57.1 µM],-4,2%,-6%[57.1 µM]
O=Cc1c(Cl)cccc1Cl,9%,-0.2,-12,0.1,-29%,7%,13,-6%,15%
Cc1ccn2cc(CCNC(=O)Cc3cccs3)nc2c1,-9%,1.7,/,/,-10%,16%[57.1 µM],-7,-6%,12%[57.1 µM]
O=C1CC(C(=O)Nc2ncccn2)C(c2ccccc2)O1 (centres undefined),4%,-1.1,-14,1.2,-17%,-3%,-3,3%,7%[57.1 µM]
CC1CCN(S(=O)(=O)c2cc(C(=O)Nc3ccc(Br)cc3F)n(C)c2)CC1,-4%,-0.3,/,-1.5,-5%,-6%[57.1 µM],0,-1%,-3%[57.1 µM]
O=C(O)c1ccc2c(c1)C(=O)N(Cc1ccc3c(c1)OCO3)C2=O,6%,-0.6,9,0.8,-12%,-5%,1,-6%,-5%
Cc1ccccc1CNC(=O)CCC(=O)N1CCOc2ccc(Cl)cc21,0%,0.3,-14,-0.6,-11%,-3%[57.1 µM],3,1%,13%[57.1 µM]
CCN(CC(=O)Nc1cc(Cl)ccc1C)C(=O)CSCc1c(C)noc1C,4%,-0.4,33*,0.2,-6%,7%[57.1 µM],-11,13%,11%[57.1 µM]
O=C1OCc2ccc(NC(=O)c3sccc3Cl)cc21,131%[activator],-0.2,-3,0.0,2%,7%,6,-12%,48%[activator]
COc1ccc(CCc2nnc(CCC(=O)NCc3cnn(-c4ccccc4C)c3)o2)cc1,-2%,-3.2,-16,-0.5,3%,1%,-7,-1%,5%
CNc1ncc(-c2nnnn2-c2ccccc2)c(-c2ccccc2)n1,-6%,-0.7,-11,0.0,-13%,4%,-4,12%,29%
Cc1sc(NC(=O)/C=C/c2ccco2)c(C(=O)O)c1C,-10%,-0.4,10,-0.2,-11%,-12%,-3,32%[activator],?
Cc1noc(C)c1NC(=O)Nc1cccc2c1O[C@@H](CN(C)C)[C@@H](C)CN([C@H](C)CO)C2=O,3%,/,/,/,-13%,4%,/,15%,-10%
C=CCc1ccccc1OCC(O)Cn1ccnc1C (centres undefined),-1%,-0.2,4,-0.6,-10%,1%[57.1 µM],-3,3%,7%[57.1 µM]
CC1(c2ccccc2)NC(=O)N(CC(=O)Nc2ccccc2N2CCCC2)C1=O (centres undefined),-1%,3.2,14,2.9,-15%,-5%,8,3%,-3%
Cc1ccc(S(=O)(=O)N(CC(=O)NCc2cccnc2)C2CCCCC2)cc1,-4%,-0.7,2,-0.7,-11%,8%[57.1 µM],20,5%,9%
Cc1oc(/N=C/c2ccccc2O)c(C#N)c1C,?,-0.4,0,-0.2,-9%,-6%,11,10%,-3%
Cc1ccc(S(=O)(=O)/N=C2/NC(=O)/C(=C/c3ccccn3)S2)cc1,6%,0.0,-8,0.5,-15%,-13%,-1,-5%,-6%
Cc1cn(C)c(CC(=O)NCc2ccccc2Cl)c1C(=O)O,1%,0.1,/,-0.3,-22%,-4%[57.1 µM],-4,0%,3%[57.1 µM]
O=C(NCCCN1CCOCC1)Nc1ccc(Cc2ccc(NC(=O)NCCCN3CCOCC3)cc2)cc1,1%,0.1,-7,-1.0,-7%,-5%,4,-4%,3%
CCCCC(=O)Nc1ccc(Br)cc1C(=O)O,-2%,-0.2,5,0.5,-8%,0%,-1,14%,6%
CCOC(=O)c1nnn2c1nc(N1CCOCC1)c1ccccc12,1%,0.3,6,-0.1,-14%,-8%,-1,0%,-11%
CCOC(=O)N1CCN(C(=O)C2CCN(S(=O)(=O)c3ccc(OCC)cc3)CC2)CC1,-9%,-1.0,3,-1.0,-16%,-1%,6,6%,11%
CCOC(=O)C1=C(C)NC(=O)NC1c1ccc(NC(C)=O)cc1 (centres undefined),28%,0.2,6,0.7,-10%,10%,-5,8%,8%
CC(=O)Nc1ccc(S(=O)(=O)NC(C(=O)O)C(C)O)cc1 (centres undefined),-8%,-0.5,6,1.4,-19%,0%,-1,-5%,17%

# Fetched by structure from above (two):
SMILES,Pin1 inhibitor,TRHR ag,D2 antagonist,D2 agonist,USP1 inh,TrxR1 substrate,TRHR PAM,mIDH1 inhibitor,TrxR1 inh
O=C1CC(C(=O)Nc2ncccn2)C(c2ccccc2)O1 (centres undefined),4%,-1.1,-14,1.2,-17%,-3%,-3,3%,7%[57.1 µM]
Cc1ccccc1CNC(=O)CCC(=O)N1CCOc2ccc(Cl)cc21,0%,0.3,-14,-0.6,-11%,-3%[57.1 µM],3,1%,13%[57.1 µM]

# Further compounds follow.
SMILES,Pin1 inhibitor,TRHR ag,D2 antagonist,D2 agonist,USP1 inh,TrxR1 substrate,TRHR PAM,mIDH1 inhibitor,TrxR1 inh
CCCN(C#N)c1nc(NCC)nc(NC(C)C)n1,4%,-0.7,5,-1.9,-1%,10%[57.1 µM],8,6%,2%[57.1 µM]
CCOC(=O)C1=C(C)NC(=O)NC1c1ccc(Br)o1 (centres undefined),1%,-0.8,-4,-0.3,-16%,-21%[57.1 µM],-9,9%,8%[57.1 µM]
CCCCn1nc2cc(C(=O)NC[C@@H]3CCCO3)ccc2c1OCC,4%,-1.1,-10,0.1,-29%,124%[activator],-1,17%,13%
COc1ccccc1NC(=O)CSc1nc(O)cc(=O)n1-c1ccccc1OC,?,/,/,/,5%,5%[57.1 µM],/,-5%,7%
Cc1cc2cc(CCNC(=O)c3ccc(S(=O)(=O)N4CCOCC4)cc3)c(=O)[nH]c2cc1C,2%,-0.1,-3,0.1,-8%,6%[57.1 µM],6,1%,2%[57.1 µM]
CCCn1c(CN2CCCCC2C)nc2c1c(=O)n(C)c(=O)n2C (centres undefined),-6%,-0.4,-10,0.6,-21%,6%[57.1 µM],3,-5%,10%[57.1 µM]
COc1ccc2c(c1)C(NS(=O)(=O)OCC(Cl)(Cl)Cl)CCC2 (centres undefined),0%,2.9,-8,0.1,-23%,6%,0,12%,31%
O=C(O)c1cccc2c1/C(=N/O)c1ccccc1-2,0%,/,/,/,-8%,9%[11.4 µM],/,9%,26%[11.4 µM]
COC(=O)CN1C(=O)C2(OCCCO2)c2cc(Br)ccc21,-8%,-0.7,4,0.1,-10%,0%,-6,5%,9%
CCOC(=O)C1CCN(c2nc3ccccc3nc2Cl)CC1,19%,-0.7,/,/,?,-4%,-8,-1%,7%
COc1cccc(Cn2c(=O)n(-c3ccc(Br)cc3F)c(=O)c3sc4ccccc4c32)c1,5%,1.4,/,0.8,?,14%,11,2%,18%
Cc1oc(-c2ccccc2Cl)nc1CS(=O)(=O)CC(=O)N1CCOCC1,1%,1.3,-3,-0.6,-9%,-7%[57.1 µM],-6,14%,-17%[57.1 µM]
C#CCNc1nc(C(C)C)nc2c1nnn2Cc1ccccc1F,-1%,2.3,1,0.2,-18%,10%[57.1 µM],0,3%,0%
CCc1nc(SCC(=O)NCc2ccccc2)c2c(=O)n(C)c(=O)n(C)c2n1,-2%,0.1,9,-0.6,-1%,4%[57.1 µM],0,-6%,25%[57.1 µM]
C=CCOc1ccc(/C=C2\N=C(C)OC2=O)cc1OC,-2%,0.6,-7,2.4,7%,6%[57.1 µM],6,12%,-46%
O=S(=O)(NCC(c1ccc2c(c1)OCO2)N1CCOCC1)c1ccc(Br)cc1 (centres undefined),-7%,-0.4,17,1.6,-9%,4%[57.1 µM],1,-2%,5%[57.1 µM]
CC(C)c1cccc(C(C)C)c1NC(=O)COC(=O)C1=COCCO1,-1%,-0.2,-5,0.0,6%,-8%[57.1 µM],-6,0%,9%[57.1 µM]
N[C@H](CSCc1ccccc1)C(=O)Nc1ccc([N+](=O)[O-])cc1,-3%,0.5,/,/,-14%,-14%,1,0%,-8%
COC(=O)c1cc(NC(=O)c2sc3ccccc3c2Cl)cc(C(=O)OC)c1,14%,1.1,/,/,?,-2%,-2,8%,?
COc1ccc(C(=O)NCCC2=CCCCC2)cc1OC1CCN(C(C)C)CC1,-13%,0.1,6,-0.5,-11%,-2%,-1,3%,10%
COc1cc(NC(=O)c2ccccn2)cc(OC)c1OC,2%,0.3,-2,1.0,-10%,-1%,30*,13%,2%
Cc1sc2c(c1C)c(=O)n(Cc1ccccc1)c(=O)n2Cc1ccc(F)cc1,-3%,-0.1,/,0.1,-21%,2%,5,/,12%
COc1ccc(C(=O)N/C(=C\c2ccccc2)C(=O)NC(CC(C)C)C(=O)O)cc1 (centres undefined),-1%,-0.3,7,0.0,-9%,1%[57.1 µM],-10,2%,1%[57.1 µM]
CSCC[C@H](NS(=O)(=O)c1ccc(C)cc1)C(=O)N1CCC(C(=O)N[C@@H](C)C(=O)O)CC1,-4%,-0.1,-3,0.7,-27%,-14%,0,-2%,-19%
O=C(CC1Oc2ccccc2NC1=O)NCc1ccccc1 (centres undefined),-2%,-0.3,-7,-0.3,-7%,-1%,0,-6%,10%
Cc1nn(C)c(C(=O)NCc2ccc(Cl)cc2)c1Cl,-4%,0.1,44*,-1.0,-6%,-3%,-25,3%,1%

# Screens from PubChem.
